Screening results (PubChem)
GLS inh – inhibitors of human glutaminase (GLS). 410,000 tested, 0.21% active. O94925. Potency, µM (doses to about 45.5 µM), without a hit: at the top dose activity change, negative = inhibition, most hits filed as inhibitors. GLS enzymatic activity, qHTS titration
Target sequence (O94925 whole entry, looked up): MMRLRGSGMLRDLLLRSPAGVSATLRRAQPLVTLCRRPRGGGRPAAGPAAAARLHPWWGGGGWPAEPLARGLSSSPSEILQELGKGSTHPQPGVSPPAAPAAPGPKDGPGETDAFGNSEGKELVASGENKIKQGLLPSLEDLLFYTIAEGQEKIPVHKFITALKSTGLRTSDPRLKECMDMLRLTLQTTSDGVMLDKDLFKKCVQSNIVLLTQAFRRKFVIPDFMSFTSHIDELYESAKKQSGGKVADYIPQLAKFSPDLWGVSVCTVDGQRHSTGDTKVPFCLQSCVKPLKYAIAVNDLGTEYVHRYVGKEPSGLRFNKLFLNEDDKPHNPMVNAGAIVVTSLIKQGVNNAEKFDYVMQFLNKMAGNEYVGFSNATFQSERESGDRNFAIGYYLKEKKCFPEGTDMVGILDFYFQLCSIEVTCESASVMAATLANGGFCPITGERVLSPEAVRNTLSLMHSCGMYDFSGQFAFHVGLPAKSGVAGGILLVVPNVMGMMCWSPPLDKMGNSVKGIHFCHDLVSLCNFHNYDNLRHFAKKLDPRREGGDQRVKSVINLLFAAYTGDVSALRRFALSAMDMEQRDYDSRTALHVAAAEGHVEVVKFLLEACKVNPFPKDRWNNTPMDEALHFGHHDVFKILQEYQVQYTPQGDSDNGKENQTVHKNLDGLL
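Compounds were pin-transferred onto hKGA, after which L-glutamine (1 mM solution) and a detection mix of glutamate oxidase, HRP and Amplex Red were added. Initial and 30 min RT fluorescence reads were collected.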
PGK inhibitor – inhibitors of T. brucei phosphoglycerate kinase. 380,000 tested, 0.043% active. P07378. Potency, µM (top dose mostly 57.5 µM), without a hit: at the top dose activity change, negative = inhibition, usual class: inhibitors. PGK/GAPDH coupled, Kinase-Glo luminescence, 60 min. AID 602233; further: nearly all actives have a fitted effect of over 60% in size
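Luminescent ATP detection (Kinase-Glo Plus) follows a 60-minute room-temperature incubation, with wells lacking PGK as controls. Buffer: 100 mM TEA (pH 7.6), 5 mM MgCl2, 0.01% Tween-20. Coupling enzyme GAPDH (100 nM final) supplies unstable 1,3-BPG in-well.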
ALOX12 inh – ALOX12 (human) lipoxygenase inhibition | P18054 | purified 12hLO, xylenol orange hydroperoxide absorbance | Potency, µM (titrated, usually from 108 µM), for inactives: at the highest dose activity change, negative = inhibition, actives largely listed as inhibitors | 580,000 tested, 1.1% active | AID 1671190
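Hydroperoxide product was detected by ferrous iron/xylenol orange as the 573 to 405 nm absorbance ratio. Arachidonic acid at 40 uM (final) was turned over for 30 min at room temperature by 150 nM human 12hLO, pH 7.0 Hepes buffer, after 15 min compound preincubation.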
* = called active by the depositor; i = inactive; u = inconclusive; [ ] = remark or other dose. The call rests on the fitted dose curve; in most records, active means well fitted curve in the direction sought with a large enough effect; inconclusive means small, poorly fitted or top-dose-only effect, or another doubt; inactive means no such curve, though single readings can be large; an effect the other way counts as inactive or inconclusive. On the % scale 0 is the no-effect control and ±100 the full control effect; potency means the concentration at half of the fitted maximal effect.

SMILES | GLS inh | PGK inhibitor | ALOX12 inh
C[C@H](CO)N1C[C@H](C)[C@@H](CN(C)Cc2cccc(F)c2)Oc2cc(-c3cccc(C#N)c3)ccc2S1(=O)=O | -1% | -3% | 2%
COc1ccc(C(=O)NCCCNc2nc3cc(C)cc(C)c3cc2C#N)cc1 | -2% | -3% | -15%
C[C@@H]1CN([C@H](C)CO)C(=O)CCCn2cc(nn2)CO[C@H]1CN(C)C(=O)Nc1ccccc1C(F)(F)F | -3% | -7% | 70%[activator]
C[C@@H]1CN([C@@H](C)CO)C(=O)CCCn2nncc2CO[C@H]1CN(C)C(=O)C1CCCCC1 | -12% | i | 4%
O=C1CNc2cc(Cl)ccc2N1 | u | -2% | 24%
CC1CCCCC12NC(=O)N(CC(=O)N1CCN(S(=O)(=O)c3ccc(Cl)s3)CC1)C2=O (stereo not drawn) | 5% | 5% | 4%
COC(=O)N(C)C[C@@H]1OCc2cnnn2CCCC(=O)N([C@H](C)CO)C[C@@H]1C | 0% | -9% | 10%
CCCCCC(=O)N1C[C@@H](O)[C@H](n2cc(COC(=O)c3ccccc3)nn2)C[C@@H]1c1ccccc1 | -1% | -9% | u
CC1(C)N=C(N)N=C(N)N1c1ccc(OCC(=O)Nc2ccccc2)c(Cl)c1 | 10% | -9% | 0%
Cn1c(N)c(C(=O)CN2CCN(S(=O)(=O)c3ccccc3C#N)CC2)c(=O)n(C)c1=O | -3% | 2% | u
Cc1ccc(N2C(=O)N(CC(=O)N3CCc4ccccc43)C(=O)C2C)cc1 (stereo not drawn) | 0% | -5% | u
O=C1C(=Cc2ccncc2)CCCc2ccccc21 | 8% | i | 12%
COc1ccc(C(CNC(=O)CCNS(=O)(=O)c2ccccc2)N2CCOCC2)cc1 (stereo not drawn) | -1% | i | 0%
COc1ccc(OC)c(NC(=O)C2CCCN2S(=O)(=O)c2ccc3c(c2)CC(C)N3C(C)=O)c1 (stereo not drawn) | -4% | -10% | -11%
CCN(CC)C(=O)C1=C(C)N(CCCOC)C(=O)C(CC(=O)NCc2cccs2)C1 (stereo not drawn) | 0% | -10% | 73%[activator]
C[C@H]1CN([C@@H](C)CO)S(=O)(=O)c2ccc(Br)cc2O[C@H]1CN(C)C(=O)C1CCC1 | 4% | -1% | -58%
C[C@@H]1CN([C@H](C)CO)C(=O)CCCn2nncc2CO[C@@H]1CN(C)C(=O)c1ccc(N2CCN(C)CC2)cc1 | -5% | -9% | 2%
O=C1c2ccccc2C(=O)N1C1C=CC=CC=C1 | 19% | -4% | -9%
Cc1ccc(S(=O)(=O)N2C[C@H]3C(=O)C[C@@H](c4ccccc4F)N(S(=O)(=O)c4ccc(C)cc4)[C@H]3C[C@H]2c2cccc3ccccc23)cc1 | -2% | i | 1%
O=C(OCC(=O)N1CCNC1=O)c1ccccc1Cl | 2% | -10% | 19%
CCC[C@H]1CN(c2ccc(OC)cc2)C(=O)[C@@H]1CC(=O)NC | -3% | 3% | -7%
Cc1cc(C(=O)COc2ccc(Br)cc2F)c(C)n1CC1CCCO1 (stereo not drawn) | -1% | -3% | 13%
CN1C(=O)[C@H]2[C@@H](c3ccc(C(F)(F)F)cc3)N[C@]3(CCCN(Cc4ccc(F)cc4)C3=O)[C@H]2C1=O | -2% | -2% | u
O=C(CNc1ccc(C(F)(F)F)cc1)Nc1cccc(S(=O)(=O)N2CCCCC2)c1 | 1% | -2% | -19%
CCOc1ccc(NC(=S)N2CCC(C(=O)c3ccc(OC)cc3)CC2)cc1 | 12% | 4% | -16%
The listing continues.
SMILES | GLS inh | PGK inhibitor | ALOX12 inh
NC(=O)C1CCN(CC(=O)Nc2ccc3c(c2)OCO3)CC1 | -2% | i | -1%
O=C1NC(Cc2ccc(O)cc2)c2nc3cc(Cl)ccc3c(=O)n2-c2ncccc21 (stereo not drawn) | 2% | -4% | -6%
Cc1ccc2nc(N(CCN(C)C)C(=O)C3CCN(S(=O)(=O)c4cccs4)CC3)sc2c1 | 7% | -10% | -25%
CC1=C(C#N)C(=O)NC1(C)O (stereo not drawn) | -2% | -7% | -3%
CCC(Sc1nc2ccsc2c(=O)n1Cc1ccc(C(=O)O)cc1)C(=O)Nc1ccc(Cl)cc1 (stereo not drawn) | 2% | -22% | u
COc1ccc([C@H]2C[C@H](n3cc(COC(=O)c4ccccc4)nn3)[C@@H](O)CN2CC2CCCCC2)cc1 | -5% | -11% | -10%
COc1ccc2ccccc2c1C=NN1CCCCC1 | 4% | -2% | u
Cc1ccc2nc3n(c(=O)c2c1)-c1cc2ccccc2cc1C(=O)NC3Cc1ccc(O)cc1 (stereo not drawn) | -3% | -10% | -14%
COc1ccc([C@H]2C[C@H](O)[C@@H](n3cc(C4CC4)nn3)CN2CC2CCCCC2)cc1 | -2% | 4% | -14%
Cc1ccc(C(=O)N(CC(=O)NC2CCCC2)c2ccccc2F)s1 | 0% | 6% | -3%
C[C@H]1CN([C@@H](C)CO)C(=O)CCCn2nncc2CO[C@@H]1CN(C)Cc1ccc2c(c1)OCO2 | 3% | 4% | 0%
Cc1ccc([C@H]2N[C@]3(CCCN(Cc4ccc(C(F)(F)F)cc4)C3=O)[C@H]3C(=O)N(Cc4ccccc4)C(=O)[C@@H]23)cc1 | -3% | -2% | u
Cc1ccsc1C(=O)OCC(=O)NCc1cccs1 | -6% | -2% | 5%
O=C(Nc1ccccn1)C(c1ccccc1)c1ccccc1 | -7% | -2% | 3%
Cc1cc(OCc2cc(C(=O)NC(C)c3cnn(C)c3)no2)cc(C)c1Cl (stereo not drawn) | -2% | i | -6%
O=C1[C@H]2[C@@H](c3ccc(C(F)(F)F)cc3)N[C@]3(CCCN(CC4CCCCC4)C3=O)[C@H]2C(=O)N1Cc1ccccc1 | 5% | -5% | u
O[C@@H]1CN(Cc2cccs2)[C@@H](c2ccc(Cl)cc2)C[C@H]1n1cc(C2CC2)nn1 | -1% | -3% | -52%
Nc1ccn([C@@H]2O[C@H](CNCc3cccc(OC4CCCC4)c3)[C@@H](O)[C@H]2O)c(=O)n1 | -8% | 0% | -1%
COc1ccc(C(=O)COC(=O)c2cc(=O)c3ccccc3o2)c(OC)c1 | 3% | -1% | -41%
O=C(Nc1ccccc1[N+](=O)[O-])OCC=Cc1ccccc1 | 0% | -6% | 22%
O=C(C[C@H]1C[C@@H]2c3cc(NC(=O)c4cccnc4)ccc3O[C@@H]2[C@H](CO)O1)NCc1ccncc1 | 3% | 0% | -5%
COc1ccc([C@H]2C[C@H](O)[C@@H](n3cc(-c4ccc(F)cc4)nn3)CN2C(=O)c2cccs2)cc1 | -1% | 4% | -1%
COc1ccc(CCNC(=O)CNC(=O)N2CC(=O)Nc3ccccc32)cc1OC | -2% | 1% | -15%
Cc1cc(C)c(Cn2c(=O)[nH][nH]c2=O)cc1Cn1c(=O)[nH][nH]c1=O | -6% | i | -4%
C[C@@H]1CN([C@@H](C)CO)C(=O)CCCn2nncc2CO[C@H]1CN(C)Cc1ccc(C(F)(F)F)cc1 | -2% | 11% | u

Part of the list above in order of heavy-atom count, largest number first:
SMILES | GLS inh | PGK inhibitor | ALOX12 inh
COc1ccc([C@H]2C[C@H](n3cc(COC(=O)c4ccccc4)nn3)[C@@H](O)CN2CC2CCCCC2)cc1 | -5% | -11% | -10%
O=C(C[C@H]1C[C@@H]2c3cc(NC(=O)c4cccnc4)ccc3O[C@@H]2[C@H](CO)O1)NCc1ccncc1 | 3% | 0% | -5%
CCC(Sc1nc2ccsc2c(=O)n1Cc1ccc(C(=O)O)cc1)C(=O)Nc1ccc(Cl)cc1 (stereo not drawn) | 2% | -22% | u
Cc1ccc2nc(N(CCN(C)C)C(=O)C3CCN(S(=O)(=O)c4cccs4)CC3)sc2c1 | 7% | -10% | -25%
Nc1ccn([C@@H]2O[C@H](CNCc3cccc(OC4CCCC4)c3)[C@@H](O)[C@H]2O)c(=O)n1 | -8% | 0% | -1%
O[C@@H]1CN(Cc2cccs2)[C@@H](c2ccc(Cl)cc2)C[C@H]1n1cc(C2CC2)nn1 | -1% | -3% | -52%
Cc1cc(OCc2cc(C(=O)NC(C)c3cnn(C)c3)no2)cc(C)c1Cl (stereo not drawn) | -2% | i | -6%
O=C(Nc1ccccn1)C(c1ccccc1)c1ccccc1 | -7% | -2% | 3%
COc1ccc2ccccc2c1C=NN1CCCCC1 | 4% | -2% | u
Cc1ccsc1C(=O)OCC(=O)NCc1cccs1 | -6% | -2% | 5%
CC1=C(C#N)C(=O)NC1(C)O (stereo not drawn) | -2% | -7% | -3%

(list continues)
SMILES | GLS inh | PGK inhibitor | ALOX12 inh
COc1ccc(-c2ccc(CN3C(C(C)C)C(=O)N(Cc4cn(Cc5ccco5)nn4)CCS3(=O)=O)cc2)cc1 (stereo not drawn) | -4% | -6% | u
CN(Cc1ccc(Cl)cc1Cl)C(=O)C1CSC2(C)CCC(=O)N12 (stereo not drawn) | 1% | i | 0%
CCOC(=O)c1c(C)oc(=O)c(CC)c1O | 7% | 0% | -6%
Cc1cccc(CN(C)C[C@H]2OCc3cnnn3CCCC(=O)N([C@H](C)CO)C[C@@H]2C)c1 | -4% | -3% | 1%
CCN(C(=O)c1cc(OC)c(OC)c(OC)c1)C1CCCCC1 | -1% | 4% | 11%
CSc1ccccc1C(=O)C1CCCN(C(=O)c2cccc(Cn3cccn3)c2)C1 (stereo not drawn) | -6% | -1% | -10%
C[C@H]1CN([C@@H](C)CO)C(=O)CCCn2nncc2CO[C@H]1CN(C)S(=O)(=O)c1ccc(Oc2ccccc2)cc1 | -8% | -1% | 6%
COC(=O)C1=CCCCC(O)=C1C(=O)OC | -2% | 2% | u
COc1ccc(-n2c(SCC(=O)Nc3cc(C)on3)nc3c(c2=O)SC(C)C3)cc1 (stereo not drawn) | 0% | -5% | -3%
O=C(OCc1ccc(Br)cc1)c1cc([N+](=O)[O-])ccc1N1CCOCC1 | -2% | -4% | 8%
O=C(Cc1ccc(Cl)cc1)Nc1cccnc1Cl | 0% | 6% | -16%
Cc1cc(CNC[C@H]2O[C@@H](n3ccc(N)nc3=O)[C@H](O)[C@@H]2O)no1 | -4% | 3% | -3%
O=C(NCc1cc2ccccc2[nH]1)C1CCC(=O)N(CC2CCCCC2)C1 (stereo not drawn) | 3% | 8% | u
S=C(NCCCN1CCOCC1)NN=C1c2ccccc2-c2ccccc21 | 26% | 2% | 45µM*
CC12CCC3C(C1)C(C(=O)O2)C(=O)OC3(C)C (stereo not drawn) | -1% | -2% | -1%
O=C(SCc1c(O)c2ccccc2oc1=O)c1ccccc1 | 0% | -2% | 28µM*
CCCCN1C(=O)C(CC(=O)NC2CC2)CC(C(=O)N(C(C)C)C(C)C)=C1C (stereo not drawn) | -5% | -12% | -13%
NC(=O)c1ccsc1NC(=O)COC(=O)CCc1ccccc1 | -1% | -5% | 7%
COCOCCn1cc(CN2CCS(=O)(=O)N(Cc3ccc(-c4ccc(OC)cc4)cc3)C(CC(C)C)C2=O)nn1 (stereo not drawn) | 1% | 3% | u
Cc1ccc(N2CC(C(=O)Nc3cc(S(=O)(=O)N4CCCCC4)ccc3C)CC2=O)cc1 (stereo not drawn) | 2% | -12% | u
O=C(Nc1ccc([N+](=O)[O-])cc1)c1cccc([N+](=O)[O-])c1 | -1% | -6% | u
C[C@H](CO)N1C[C@H](C)[C@@H](CN(C)C(=O)NC2CCCC2)Oc2cc(Br)ccc2S1(=O)=O | 1% | 0% | 5%
COc1ccc(-c2cnc3c(c2)C(=O)N([C@H](C)CO)C[C@@H](C)[C@@H](CN(C)C(=O)NC2CCCC2)O3)cc1 | -9% | i | u
CCOc1cc(/C=N/Nc2ccc(S(=O)(=O)Nc3ccccc3C(=O)O)cc2[N+](=O)[O-])cc(Cl)c1O | 2% | -21% | 35µM*
O=C(N/C(=C/c1cccc(Br)c1)C(=O)N1CCOCC1)c1ccco1 | 6% | 9% | -3%
COc1cc(/C=C/C(=O)OCC(=O)c2ccc[nH]2)ccc1O | 16% | -5% | 9%
COc1ccc(N(C)S(=O)(=O)c2cccc(C(=O)OCC(=O)Nc3cc(C)ccc3OC)c2)cc1 | 0% | -1% | 3%
CN(C)S(=O)(=O)n1cc(/C=C(\NC(=O)c2ccccc2F)C(=O)N2CCCCC2)c2ccccc21 | -1% | 1% | -4%
Nc1nc(N=Nc2ccc(O)cc2)cc(=O)[nH]1 | 12% | -12% | u
COc1ccccc1N1CCN(S(=O)(=O)CCNC(=O)c2cccs2)CC1 | 4% | 3% | 5%

Only part of the results is shown, so the mix of outcomes need not match the whole.
